# Source: PubChem (several laboratories)
# MITF TRPM1 inh = inhibitors of MITF-dependent TRPM1 promoter reporter, primary screen, cell-based, SK-MEL-5, single point, luciferase; actives 0.83% (n = 330,000); inhibition, % at 12.5 µM; SK-MEL-5 TRPM1 promoter luciferase, 24 h;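 active means mean inhibition across replicates of 60% or more, whatever share of single replicates reaches that level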; further: values of inactives mirror those of a sister screen read the other way
# NR2E3 ag-1 = NR2E3 agonists in two-hybrid cells, primary screen, cell-based, luminescence, CHO-S, Gal4-NCOR/VP16-NR2E3 | Photoreceptor-specific nuclear receptor (Homo sapiens), Q9Y5X4 | luciferase | inhibition of corepressor binding, % at 3.98 µM | actives 0.35% (n = 360,000) | AID 602229, 2012;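 active means inhibition above the mean of all tested compounds plus 3 SD, cut at about 70% in these data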;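 further: 0% = DMSO with NR2E3 transfected cells and 100% = cells lacking NR2E3 construct; higher means lower luciferase signal from less NR2E3 corepressor binding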
# Target sequence (Q9Y5X4 whole entry, looked up, the tested form may be a part): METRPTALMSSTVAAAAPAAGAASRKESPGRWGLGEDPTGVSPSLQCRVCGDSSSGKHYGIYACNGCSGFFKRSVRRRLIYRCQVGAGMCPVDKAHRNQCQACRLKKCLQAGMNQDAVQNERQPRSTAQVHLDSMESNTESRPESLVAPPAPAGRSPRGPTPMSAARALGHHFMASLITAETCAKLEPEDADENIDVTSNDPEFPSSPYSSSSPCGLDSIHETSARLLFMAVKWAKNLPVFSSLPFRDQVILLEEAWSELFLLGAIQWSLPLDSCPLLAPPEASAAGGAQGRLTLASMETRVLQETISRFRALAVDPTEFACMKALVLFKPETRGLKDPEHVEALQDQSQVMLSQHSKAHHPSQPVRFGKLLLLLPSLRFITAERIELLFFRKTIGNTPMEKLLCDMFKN
# HIF-2a inh = HIF-2a reporter inhibitors, primary screen, luminescence, 786-0 RCC cells. AID 624352, 2012. actives 0.72% (n = 360,000). inhibition, % at 18.8 µM. 786-0 RCC cells HIF-2a reporter, luciferase luminescence, overnight;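 active means inhibition of the luminescence signal of 40% or more relative to plate controls, in a single-dose primary screen at 18.75 µM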
# TWEAK Fn14 block = inhibitors of TWEAK-Fn14 signaling, primary screen, luciferase reporter cells, uHTS; TWEAK-stimulated Fn14 reporter cells, luciferase luminescence, 8 h; inhibition, % at 10 µM; actives 2% (n = 360,000); AID 1159606, 2016; in the data active means inhibition above about 50%
# NR2E3 ag-2 = inhibitors of NR2E3-RetCOR corepressor binding, primary screen, NR2E3 agonist project, biochemical, TR-FRET, GST-NR2E3, biotin-RetCOR | 1536-well | inhibition of corepressor binding, % at 4.78 µM | actives 0.12% (n = 320,000) | AID 2300, 2010;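 active means percent inhibition above the cutoff of mean plus 3 SD of all tested compounds, set per screening campaign, cut at about 20% in these data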;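 further: 0% = DMSO wells and 100% = biotin wells as full block of FRET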
#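 Format: 1536-well format; test system: GST-NR2E3 and biotin-RetCOR proteins; read-out basis: percent inhibition of TR-FRET ratio; timing: 5 h incubation at 4 °C; detection: time-resolved FRET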
# aDG glyco act = activators of alpha-DG glycosylation, primary screen, uHTS, Pro5-aDG cells, AlphaScreen | alpha-DG glycosylation AlphaScreen (IIH6); 0% Pro5, 100% B10-LARGE cell signal | activation, % at 10 µM | actives 0.22% (n = 360,000) | AID 624168, 2012;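 active means activation of at least 8% versus controls, or a plate z-score of at least 8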;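 further: Pro5 are CHO cells carrying HIG-tagged alpha-DG that lacks glycosylation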
# CF NFkB block = inhibitors of PAF-induced NF-kB signaling, primary screen, cell-based, GFP fluorescence, uHTS | KKLEB NF-kB-GFP reporter, GFP fluorescence overnight | inhibition, % at 5 µM | actives 0.86% (n = 360,000);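 active means at least 50% inhibition at 5 µM, scaled per plate between neutral and stimulator controls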;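 further: PAF is a Pseudomonas aeruginosa culture filtrate used as stimulus; plate controls were PAF-stimulated DMSO wells for no effect and unstimulated DMSO wells for full effect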
# KKLEB cytotox = cytotoxicity in KKLEB CF airway cells, primary screen, cytotoxicity control for CF NF-kB inhibitor project, cell-based, uHTS, fluorescence assay plates | KKLEB CF airway cells viability, ATPlite luminescence, overnight; active compounds read low; cells stimulated with P. aeruginosa culture filtrate | activity change (cytotoxicity), % at 5 µM | actives 0.36% (n = 360,000);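 active means corrected activity change at or below -50% at 5 µM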
# Peg3 promoter = Peg3 promoter-driven luciferase inhibitors, primary screen, cell-based, HeLa, luciferase luminescence; HeLa PEG-Prom luciferase reporter, overnight; inhibition, % at 20 µM; actives 1.7% (n = 360,000);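 active means inhibition of at least 50% at 20 µM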
# Shn3 inh set2 = reduction of Shn3 3'UTR firefly luciferase signal, primary screen, Schnurri-3 inhibitor project, cell-based, Clone20 osteoblasts, set 2 | actives 0.52% (n = 360,000) | Clone20 osteoblast Shn3 3'UTR firefly luciferase, 24 h | inhibition, % at 12.5 µM;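 active means mean inhibition of at least 75% with every replicate also reaching 75%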;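 further: 0% = median of neutral control wells and 100% = pilot-screen positive control compound; some compounds past the cut are filed as inactive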
# hiPSC survival = enhancers of single-cell hiPSC survival, primary screen, ATPlite luminescence | AID 602274, 2012 | actives 0.044% (n = 360,000) | survival enhancement, % at 20 µM | 100% = ROCK inhibitor wells, 0% = DMSO; in the data active means survival enhancement above about 18%;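 further: cells exposed to compounds for 16 hours before the ATP read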
# Numbers without * were called inactive; x = no result given.
SMILES,MITF TRPM1 inh,NR2E3 ag-1,HIF-2a inh,TWEAK Fn14 block,NR2E3 ag-2,aDG glyco act,CF NFkB block,KKLEB cytotox,Peg3 promoter,Shn3 inh set2,hiPSC survival
COc1ccc(N2CC(C(=O)Nc3nnc(SCC(=O)NCc4ccco4)s3)CC2=O)cc1 (stereo not drawn),-4,-17,8,17,2,0.2,-5,5,4,1,0.1
O=C(CNC(=O)C(c1ccccc1)c1ccccc1)N/N=C\c1ccc(C(=O)O)cc1,-5,-10,10,9,2,-0.1,4,19,4,-10,-0.4
COc1ccc(NC(=O)CN(C)CC(=O)NC2CCC(C)CC2)cc1 (stereo not drawn),2,-6,-7,-6,-1,0.0,-26,10,7,-16,-0.1
COc1ccc(OCC(=O)N(Cc2ccco2)C2CCS(=O)(=O)C2)cc1 (stereo not drawn),x,-18,10,5,3,2.7,-4,0,11,x,0.4
CC(NC(=O)COC(=O)C1=COCCO1)C12CC3CC(CC(C3)C1)C2 (stereo not drawn),5,-10,12,6,-1,0.4,-3,0,-6,-8,-0.9
O=C(OC1CC2CC1[C@H]1CCCCN1C2=O)N1CCN(S(=O)(=O)c2ccccc2)CC1 (stereo partly drawn),x,-15,-8,-9,x,0.1,x,x,x,x,-0.1
COc1ccc(NC(=O)c2oc3ccccc3c2NC(=O)c2ccc3c(c2)OCO3)cc1,-66,-6,-198,-1,1,-0.3,-30,7,-72,34,-2.4
CCN(Cc1ccccc1)C(=O)c1cc(-c2ccc(OC)c(OC)c2)nc2ccccc12,-2,-31,11,-5,0,-0.2,-35,-8,49,12,-0.5
CCN(CC)C(=O)[C@H]1C[C@H](CC(=O)NC/C=C(\C)CCC=C(C)C)C(=O)N2CCc3c([nH]c4ccc(Cl)cc34)[C@]12C,22,-13,7,40,x,0.2,4,11,-4,60,-1.9
N/C(=N\OC(=O)N1CCOCC1)c1ccc(Br)cc1,-11,-2,-47,-10,2,-0.3,-11,1,-44,-20,-0.8
O=C(/C=C/Nc1nccs1)C(F)(F)Cl,-8,13,-31,-2,-4,-0.4,20,12,-8,-19,0.2
COc1ccc(CCn2c(=N)c(C(=O)NCc3ccco3)cc3c(=O)n4ccccc4nc32)cc1OC,-4,-50,2,-8,x,0.1,-25,-7,7,15,-0.6
COc1ccc(N2CCN(Cc3nc4c(c(=O)n(C)c(=O)n4C)n3Cc3cccc(C)c3)CC2)cc1,-10,-14,17,-35,-3,-0.3,30,4,13,8,1.0
CCOc1cc(NC(=S)NCc2ccco2)c(OCC)cc1NC(=O)C1CC1,5,-1,11,11,-3,-0.3,8,-3,15,12,-2.1
Cc1nn(CCCC(=O)NCCCN2CCN(C)CC2)c(=O)c2c1sc1ccccc12,-21,-12,-3,-11,-1,-0.2,4,-4,-19,-11,-0.4
COc1cccc(C(=O)NNC(=O)C(=O)N2CCCCC2)c1,3,-25,7,-8,-2,0.1,-5,0,10,-10,-1.4
O=C(c1ccccc1)N1CCCCC(Sc2nnnn2-c2ccccc2)C1=O (stereo not drawn),-2,-18,-14,-3,-1,0.1,-24,9,-1,24,-0.5
CCC(C)n1c(=N)c(C#N)cc2c(=O)n3cccc(C)c3nc21 (stereo not drawn),-5,-9,33,-29,-5,-0.1,-36,1,14,-20,0.0
O=c1cc(-c2ccccc2)nc2nc(-c3ccco3)[nH]n12,13,-36,0,-2,2,0.2,-2,4,4,-1,0.6
CCOC(=O)CNC(=O)CSc1nc(C)cc(C)c1C#N,-9,2,-6,-12,2,0.2,3,4,-15,5,12
Cc1cc(C(=O)OC(C(=O)Nc2ccc(C)c(Cl)c2)c2ccccc2)c(C)o1 (stereo not drawn),-6,-18,13,4,1,0.0,10,-2,15,16,-2.9
O=S(=O)(c1cccc(-c2n[nH]c(=S)n2Cc2ccccc2)c1)N1CCOCC1,4,21,13,-3,1,-0.1,-11,-5,2,-12,1.0
CN(C)C(=O)c1ccc(COc2ccccc2Br)o1,-58,-54,-234,-39,1,-0.1,-4,0,-257,-32,-0.3
OCCN(CCO)c1ccc2ccccc2c1,15,-17,-2,20,-10,-0.1,-8,-6,-10,11,-0.8
CC1=C(C)CC(C(=O)N2CCN(Cc3ccc4c(c3)OCO4)CC2)C(C(=O)O)C1 (stereo not drawn),-25,-30,6,-4,3,-0.3,15,3,2,-17,0.3
Cc1ccccc1NS(=O)(=O)c1c(C(=O)N2CCCCCC2)c(C)n(C)c1C,9,-6,17,17,1,0.0,13,-16,4,-20,-0.1
Cc1cc(NC(=O)CCC(=O)N(C2CC2)C2(C(=O)NC3CCCC3)CCC(C)CC2)no1 (stereo not drawn),3,11,19,1,-2,0.2,-10,2,9,11,-2.7
NC(=O)C1CCN(C(=O)NC2CC(=O)N(c3ccc4c(c3)OCCO4)C2)CC1 (stereo not drawn),-16,6,3,-2,3,0.5,5,-6,-18,-1,-0.4
CCOC(=O)N1CCN(C(=O)c2ccc3c(=O)n(CCC4=CCCCC4)c(=O)[nH]c3c2)CC1,17,-10,16,-1,2,0.2,3,-13,13,29,1.0
CCOCc1nnc(NC(=O)CSc2ccccc2)s1,2,-16,-1,-1,1,-0.2,-2,1,-7,11,-2.6
Cc1c(C(=O)N(C)CCOc2ccccc2)oc2c(Cl)cccc12,-41,-36,-150,-37,-2,0.5,-6,-8,-111,-6,1.1
Cc1ccc(CS(=O)(=O)CCC(=O)NCC2CCCO2)cc1 (stereo not drawn),1,7,-1,-11,2,0.1,14,5,3,18,-0.6
COc1cc(C(=O)N2CCC2(C)C(=O)O)cc(OC)c1OC (stereo not drawn),x,-37,13,-14,x,0.3,10,-6,5,-21,2.8
CC(C)(C)c1ccc(OCC(=O)N2CCN(C=O)CC2)cc1,-4,-32,-29,-9,-4,0.2,-10,10,-21,-17,-1.5
COc1ccccc1N1CCN(S(=O)(=O)c2cccc(F)c2)CC1,9,-1,25,8,1,-0.5,-10,11,1,-9,-0.8
CN(C)CCNC(=O)c1onc(CSc2nc3ccccc3[nH]2)c1C(=O)NCCN(C)C,5,-49,8,-7,1,0.2,8,-4,-12,13,0.0
CC1CCCCN1C(=O)CSc1nnc(-c2cccs2)o1 (stereo not drawn),-82,-100,-157,24,4,0.1,4,0,-203,-69,-0.1
CCOC(=O)C1=C(C)NC2=C(C(=O)CCC2)C1c1ccc(N(C)C)cc1 (stereo not drawn),3,-5,27,13,4,0.0,-7,-3,0,-7,-2.3
Cc1cccc(NC(=O)c2ccccc2C(=O)O)c1,1,-9,5,17,1,-0.1,-14,-9,-12,15,0.2
O=C1CC(Sc2ccc(Cl)cc2)C(=O)N1c1ccc2c(c1)OCCO2 (stereo not drawn),-2,-35,8,3,-5,0.1,7,8,2,x,-0.3
N#Cc1ccc(Nc2nc(-c3ccccc3)cs2)cc1,x,-63,-279,12,x,0.2,-13,-15,-220,-24,-0.4
Cc1cc(/C=N\O)c(C)n1-c1ccncc1,5,12,0,-19,1,0.0,2,-6,7,-11,14
CSc1ccccc1NC(=O)CN(C)S(=O)(=O)c1ccc(F)cc1,-2,-2,4,-15,0,0.0,-5,-2,7,2,6.6
COc1cc(/C=C/C(=O)O)cc(S(=O)(=O)N(C)CCO)c1OC,4,4,11,2,-3,0.1,3,-3,10,5,0.1
CN(C)Cc1ccc(CNC(=O)COc2ccc3ccccc3c2)cc1,-7,-26,-66,21,-1,0.0,-6,0,-51,0,0.7
Cn1c2ccccc2c(=O)c2cc(C#Cc3cccc(N)c3)ccc21,-80,-117,-275,-117,3,0.8,-124,0,-286,-94,-0.1
CCCN(C#N)c1nc(NCC)nc(NC(C)C)n1,2,-20,-1,3,0,0.1,21,-19,10,-13,12
O=C(O)c1cccc2c1C(=O)c1ccc(N3CCCCC3)cc1S2(=O)=O,5,-14,-7,2,0,0.1,-7,-2,-9,22,-1.5
CCN(CC(=O)Nc1ccc(OC)cc1)C(=O)c1ccc(=O)n(Cc2ccccc2)n1,-1,5,8,-7,-1,0.1,-15,-19,4,6,1.4

# No new results follow: 2 of the compounds above.
SMILES,MITF TRPM1 inh,NR2E3 ag-1,HIF-2a inh,TWEAK Fn14 block,NR2E3 ag-2,aDG glyco act,CF NFkB block,KKLEB cytotox,Peg3 promoter,Shn3 inh set2,hiPSC survival
CN(C)Cc1ccc(CNC(=O)COc2ccc3ccccc3c2)cc1,-7,-26,-66,21,-1,0.0,-6,0,-51,0,0.7
Cn1c2ccccc2c(=O)c2cc(C#Cc3cccc(N)c3)ccc21,-80,-117,-275,-117,3,0.8,-124,0,-286,-94,-0.1

# Entries shown so far containing a furan ring, fused or not, in the order listed:
SMILES,MITF TRPM1 inh,NR2E3 ag-1,HIF-2a inh,TWEAK Fn14 block,NR2E3 ag-2,aDG glyco act,CF NFkB block,KKLEB cytotox,Peg3 promoter,Shn3 inh set2,hiPSC survival
COc1ccc(N2CC(C(=O)Nc3nnc(SCC(=O)NCc4ccco4)s3)CC2=O)cc1 (stereo not drawn),-4,-17,8,17,2,0.2,-5,5,4,1,0.1
COc1ccc(OCC(=O)N(Cc2ccco2)C2CCS(=O)(=O)C2)cc1 (stereo not drawn),x,-18,10,5,3,2.7,-4,0,11,x,0.4
COc1ccc(NC(=O)c2oc3ccccc3c2NC(=O)c2ccc3c(c2)OCO3)cc1,-66,-6,-198,-1,1,-0.3,-30,7,-72,34,-2.4
COc1ccc(CCn2c(=N)c(C(=O)NCc3ccco3)cc3c(=O)n4ccccc4nc32)cc1OC,-4,-50,2,-8,x,0.1,-25,-7,7,15,-0.6
CCOc1cc(NC(=S)NCc2ccco2)c(OCC)cc1NC(=O)C1CC1,5,-1,11,11,-3,-0.3,8,-3,15,12,-2.1
O=c1cc(-c2ccccc2)nc2nc(-c3ccco3)[nH]n12,13,-36,0,-2,2,0.2,-2,4,4,-1,0.6
Cc1cc(C(=O)OC(C(=O)Nc2ccc(C)c(Cl)c2)c2ccccc2)c(C)o1 (stereo not drawn),-6,-18,13,4,1,0.0,10,-2,15,16,-2.9
CN(C)C(=O)c1ccc(COc2ccccc2Br)o1,-58,-54,-234,-39,1,-0.1,-4,0,-257,-32,-0.3
Cc1c(C(=O)N(C)CCOc2ccccc2)oc2c(Cl)cccc12,-41,-36,-150,-37,-2,0.5,-6,-8,-111,-6,1.1
